High-throughput results (PubChem)
USP1-UAF1 inh: USP1/UAF1 (human) deubiquitinase inhibition; recombinant USP1/UAF1, Ub-Rhodamine cleavage fluorescence; O94782; Potency, µM (doses to about 57.1 µM), without a hit: at the highest dose activity change, negative = inhibition, usual class: inhibitors; 0.23% of 390,000 active; further: potency means the concentration at half of the fitted maximal effect; on the % scale 0 is the no-effect control and ±100 the full control effect; nearly all actives have a fitted effect of over 60% in size; inactives centre near -12
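Step one: compound is pinned into 1nM USP1/UAF1 in HEPES pH 7.8 buffer with TCEP. Step two: 15 min room-temperature incubation. Step three: Ub-Rho (150nM final) starts cleavage, tracked by fluorescence over six one-minute reads.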
TrxR1 substrate: is turned over as a substrate by rat TrxR1 | Potency, µM (doses to about 114 µM), without a hit: at the top dose activity change, negative = substrate turnover | AID 588456 | 0.01% of 390,000 active | O89049 | purified TrxR1 substrate turnover, NADPH consumption readout; further: potency means the concentration at half of the fitted maximal effect; on the % scale 0 is the no-effect control and ±100 the full control effect; nearly all actives have a fitted effect of over 50% in size
Target sequence (O89049 whole entry, looked up): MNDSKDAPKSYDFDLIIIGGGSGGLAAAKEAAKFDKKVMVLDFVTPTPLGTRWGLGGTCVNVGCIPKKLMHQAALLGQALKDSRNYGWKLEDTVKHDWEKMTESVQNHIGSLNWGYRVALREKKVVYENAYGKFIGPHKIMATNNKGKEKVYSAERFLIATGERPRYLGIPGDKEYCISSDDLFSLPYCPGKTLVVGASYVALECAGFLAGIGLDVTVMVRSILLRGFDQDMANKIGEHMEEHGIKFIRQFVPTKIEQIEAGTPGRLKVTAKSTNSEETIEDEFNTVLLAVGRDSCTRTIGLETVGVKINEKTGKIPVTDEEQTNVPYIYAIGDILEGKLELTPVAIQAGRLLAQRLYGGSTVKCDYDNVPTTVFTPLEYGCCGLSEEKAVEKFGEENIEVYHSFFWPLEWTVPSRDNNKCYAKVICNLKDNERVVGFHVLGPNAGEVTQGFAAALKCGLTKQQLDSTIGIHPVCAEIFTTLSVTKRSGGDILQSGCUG
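Rat TrxR1, dispensed at 90 nM, was prereduced with 400 uM NADPH (final) for 5 min at ~22 deg C, then incubated with compound 15 min before 400 uM selenite. A first-read NADPH fluorescence drop versus no-compound background flagged substrates.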
mIDH1 inhibitor: inhibitors of human mutant IDH1 R132H; O75874; IDH1-R132H enzyme, NADPH consumption, diaphorase/resazurin fluorescence; Potency, µM (titrated, usually from 76.6 µM), without a hit: top-dose activity change, negative = inhibition, hits mostly inhibitors; 0.093% of 390,000 active; further: potency means the concentration at half of the fitted maximal effect; on the % scale 0 is the no-effect control and ±100 the full control effect; nearly all actives have a fitted effect of over 65% in size
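IDH1-R132H (0.5 ug/mL dispensed) in pH 7.5 Tris buffer was preincubated 30 min with compound, then given a substrate mix of 0.016 mM NADPH and 2 mM alpha-KG for 80 min at room temperature; remaining NADPH was read by diaphorase/resazurin fluorescence.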
RXFP1 agonist: agonists of human relaxin receptor RXFP1. Q9HBX9. HEK293T-RXFP1 cAMP TR-FRET, 30 min; response scale: percent of porcine relaxin response, buffer zero. Potency, µM (highest dose often 57.5 µM), without a hit: at the top dose activation, actives largely listed as activators. 0.3% of 370,000 active. AID 2676; further: potency means the concentration at half of the fitted maximal effect; on the % scale 0 is the no-effect control and ±100 the full control effect; nearly all actives have a fitted effect of over 60% in size; many of its hits are not listed in these tables
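HEK293 cells stably expressing RXFP1, treated 30 min at 37C with compounds plus PDE4 inhibitor Ro 20174; cAMP measured by HTRF TR-FRET. Normalized to buffer and 29 nM porcine relaxin; EC50 by Hill fit.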
PI4K2A inh: PI4K2A (human) kinase inhibition. purified PI4K2A, ADP-Glo luminescence, 1 h; hits give low values. Q9BTU6. 0.13% of 420,000 active. activity change, negative = inhibition, % at 76.9 µM; in the data active means activity change below about -50%; inconclusive means mostly about -30% to -49%;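 further: -100% = wells without enzyme as full effect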
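PI4K2A activity was measured by ADP-Glo luminescence: enzyme (4 ug/mL stock) and phosphatidylinositol (1.2 mM stock) in Tris pH 7.5/MgCl2/EGTA/Triton X-100 buffer were reacted with ATP (300 microM stock) for one hour at ambient temperature.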
Glioma ERSR ind: ER stress response induction in glioma | U87-MG GRP78 promoter luciferase reporter, 16 h | Potency, µM, for the others: top-dose activation, most hits filed as activators | 0.02% of 420,000 active | AID 602332; further: potency means the concentration at half of the fitted maximal effect; series mostly up to about 76 µM; % of control where 0% means no effect; nearly all actives have a fitted effect of over 35% in size
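Stably transfected U87-MG human glioma cells carrying a GRP78-based luminescent sensor were seeded at 1000 cells/well, pin-dosed with compounds and incubated 16 h. Luciferase reagent was then added, and end-point luminescence was read after 10 min at room temperature.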
Vif-APOBEC3F blk: inhibitors of Vif-A3F interaction; 0.2% of 390,000 active; AID 602313; Potency, µM (titrated, usually from 46.1 µM), for inactives: at the highest dose activity, negative = active; HeLa A3F-eYFP + Vif (tagged APOBEC3F with the HIV-1 protein that degrades it), YFP fluorescence increase; further: potency means the concentration at half of the fitted maximal effect; % of control where 0% means no effect; nearly all actives have a fitted effect of over 65% in size
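HeLa cells stably expressing A3F-eYFP plus Vif, plated and incubated overnight at 37 deg C, then exposed to compounds overnight at 37 deg C. Blocked degradation read as raised yellow fluorescence (Ex 488/Em 500-530).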
Vif-A3G inh: Vif-A3G binding inhibition; Q9HC16; HeLa A3G-eYFP + Vif (tagged APOBEC3G with the HIV-1 protein that degrades it), YFP fluorescence, overnight; Potency, µM (titrated, usually from 46.1 µM), without a hit: at the top dose activity, negative = active, hits mostly inhibitors; 0.076% of 410,000 active; AID 602310;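 further: potency means the concentration at half of the fitted maximal effect; on the % scale 0 is the no-effect control and ±100 the full control effect; nearly all actives have a fitted effect of over 60% in size; hits raise eYFP signal because A3G escapes Vif-driven loss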
Target sequence (Q9HC16 whole entry, looked up): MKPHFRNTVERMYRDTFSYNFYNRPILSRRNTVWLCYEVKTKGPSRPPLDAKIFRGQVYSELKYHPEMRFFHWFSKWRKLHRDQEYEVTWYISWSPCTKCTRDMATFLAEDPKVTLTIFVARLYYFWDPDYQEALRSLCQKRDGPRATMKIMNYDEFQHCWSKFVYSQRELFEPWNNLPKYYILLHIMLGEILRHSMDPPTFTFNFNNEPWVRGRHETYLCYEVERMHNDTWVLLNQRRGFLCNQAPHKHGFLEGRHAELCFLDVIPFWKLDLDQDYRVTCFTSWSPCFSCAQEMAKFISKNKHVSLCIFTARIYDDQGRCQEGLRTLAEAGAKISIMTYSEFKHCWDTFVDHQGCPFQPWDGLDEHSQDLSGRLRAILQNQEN
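HeLa cells stably expressing Vif and C-terminally eYFP-tagged A3G, seeded overnight at 37 deg C, then exposed to compound by pintool overnight at 37 deg C. Rise in yellow fluorescence (Ex 488/Em 500-530, Acumen) marks blocked Vif-driven A3G degradation.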
LDHA block: blocks human lactate dehydrogenase A. AID 1347041. P00338. 0.15% of 480,000 active. purified LDHA, NADH/diaphorase-resazurin fluorescence; hits give low values. activity change, % (values are at about 110 or 230 µM); in the data active means activity change below about -30%; inconclusive means mostly about -25% to -30%;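 further: plate controls were DMSO wells for no effect and wells without enzyme for full effect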
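Resorufin fluorescence (ex540/em590), read at 0 and 20 min after diaphorase/resazurin addition, reports the NADH left after a 5 min room-temperature reaction of 2 nM human LDH5 with 0.06 mM NADH and 0.2 mM pyruvate.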
* = called active by the depositor; ? = inconclusive; . = no result given; & = joins results of further samples; [ ] = another dose, or the depositor's remark. Unless noted, the call rests on the fitted dose curve; in most records, active means well fitted curve in the direction sought with a large enough effect; inconclusive means small, poorly fitted or top-dose-only effect, or another doubt; inactive means no such curve, though single readings can be large; an effect the other way counts as inactive or inconclusive. Some of the compounds tested; rates above refer to the full screens.

No.	SMILES	USP1-UAF1 inh	TrxR1 substrate	mIDH1 inhibitor	RXFP1 agonist	PI4K2A inh
1	Cc1nnc(NC(=O)CSc2n[nH]c(-c3ccccc3C)n2)s1	-1%	0%	-2%	-2.7%	2
2	CCc1ccc(S(=O)(=O)Nc2cccc(-c3ccc(N4CCOCC4)nn3)c2)cc1	?	2%[57.1 µM]	7%	3.4%	2
3	Cn1c(=O)c2c(SCC(=O)NCc3ccco3)nc(-c3ccccc3)nc2n(C)c1=O	-11%	1%[57.1 µM]	5%	18%	-3
4	CCOC(=O)c1c(NC(=O)CSc2nnnn2C)sc(CC)c1C	-2%	8%[2.29 µM]	0%	0.6%	-3
5	CCOc1ccc(/C=N/NC(=O)COc2ccccc2-c2ccccc2)cc1	-12%	-9%	-3%	-0.2%	1
6	COc1ccc(-c2ccc(CCC(=O)O)n2CC(=O)Nc2ccccc2C)cc1	-21%	2%[57.1 µM]	-3%	-1.2%	2
7	CCCc1ccc(C(O)c2ncc(-c3cccc(C)c3)[nH]2)cc1 (stereo not drawn)	.	.	.	.	0
8	COc1ccc(NC(=S)N2CCN(c3ncccn3)CC2)cc1	-15%	-5%	3%	-0.7%	1
9	CN(CC(=O)NCCN1CCCCCC1)S(=O)(=O)c1cccc2nsnc12	-1%	-2%	1%	0.5%	0
10	O=C(Cc1ccccc1F)Nc1ccc(SC(F)F)cc1	-13%	1%	3%	0.1%	-4
11	CC(=O)N=c1c(C#N)cc2c(=O)n3cccc(C)c3nc2n1Cc1ccco1	-24%	36%[activator]	-2%	16%	-6
12	CC(NS(=O)(=O)OCC(Cl)(Cl)Cl)c1ccc(Br)cc1 (stereo not drawn)	?	0%	0%	-2.5%	4

No.	Glioma ERSR ind	Vif-APOBEC3F blk	Vif-A3G inh	LDHA block
1	-3%	-17%	1%	1
2	1%	3%	-1%	7
3	1%	-4%	-2%	-3
4	-3%	2%	-7%	0
5	1%	-8%	-18%	-3
6	-3%	7%	-4%	1
7	4%	.	-8%	-14
8	-1%	-2%	-4%	-5
9	0%	-6%	-2%	1
10	1%	?	-4%	2
11	-3%	-2%	0%	-2
12	-5%	-1%	3%	3

Further structures:
No.	SMILES	USP1-UAF1 inh	TrxR1 substrate	mIDH1 inhibitor	RXFP1 agonist	PI4K2A inh
13	Cc1nn(C(=O)c2ccccc2)c(C)c1S(=O)(=O)N1CCCCCC1	-8%	0%[57.1 µM]	12%	-0.3%	1
14	COc1ccc(C(=O)N/N=C\c2ccoc2)cc1	0%	-16%	0%	-1.0%	-7
15	O=S(=O)(NCc1ccc(Cl)cc1)NCc1ccc(Cl)cc1	-12%	-5%	-9%	0.0%	3
16	COc1cnc(SCc2ccc(Cl)cc2)nc1Cl	-15%	4%	5%	-1.6%	6
17	CN1CCN(c2ccccc2NC(=O)COc2ccc(Br)cc2)CC1	-17%	2%	4%	3.1%	0
18	CCOC(=O)C1CCN(C(=O)COc2ccc(S(=O)(=O)NC(C)(C)C)cc2)CC1	0%	-4%	-5%	-0.1%	-3
19	O=C(Nc1cccc(-c2nc3ncccc3o2)c1)c1sc2cc(Cl)ccc2c1Cl	-16%	10%	2%	5.3%	12
20	O=C(CN1C(=O)c2ccccc2C1=O)NCC1CCCO1 (stereo not drawn)	-1%	10%	1%	15%	-2
21	Cc1cccc(C)c1OC(=O)CN(c1ccc(Cl)cc1)S(C)(=O)=O	-11%	-8%	5%	2.4%	0
22	COc1cc(/C=C/C(=O)OCC(=O)N2CC(=O)Nc3ccccc32)ccc1O	-14%	-1%	4%	-0.3%	2
23	O=S(=O)(c1ccc2c(c1)CCN2)N1CCOCC1	-14%	2%	-15%	0.9%	1
24	CCOC(=O)c1[nH]c2ccc(OCC)cc2c1NC(=O)CN1CCN(c2ccccn2)CC1	-3%	52%[activator][57.1 µM]	2%	3.8%	9

No.	Glioma ERSR ind	Vif-APOBEC3F blk	Vif-A3G inh	LDHA block
13	0%	0%	1%	-11
14	0%	5%	-1%	-7
15	-8%	-3%	3%	-1
16	1%	0%	-1%	-3
17	-1%	6%	1%	-2
18	-10%	?	3%	-7
19	4%	-7%	-1%	-10
20	-2%	2%	0%	1
21	-2%	-19%	-5%	1
22	-6%	-5%	-6%	5
23	-4%	6%	3%	-6&-10
24	-1%	-9%	-10%	2

More entries:
No.	SMILES	USP1-UAF1 inh	TrxR1 substrate	mIDH1 inhibitor	RXFP1 agonist	PI4K2A inh
25	O=C(CSc1nnc(-c2ccncc2)o1)N1CCCCCC1	7%	7%	-1%	6.1%	3
26	COc1ccc(CCNC(=O)Cn2c(=O)cnc3ccccc32)cc1	-11%	-1%	1%	0.6%	-5
27	COC(=O)CN1C(=O)CSc2ccc(S(=O)(=O)Nc3cccc(C)c3C)cc21	14%	-11%	19%	-1.9%	1
28	CCCCNc1c(C(=O)OCC)c(C)nc2c1cnn2CC	?	-3%[57.1 µM]	-2%	.	1&-19&-3
29	CC(C)C(=O)Nc1ccc(NC(=O)c2ccc([N+](=O)[O-])cc2Cl)cc1	-12%	-11%	1%	2.3%	0
30	CC(=O)Nc1nc(N(C)C)nc(N(C)C)n1	-18%	0%[57.1 µM]	4%	0.0%	-1
31	COc1ccccc1/C=C/CN1CC(C)OC(C)C1 (stereo not drawn)	-3%	4%[57.1 µM]	1%	0.7%	7
32	O=C(O)c1cccc(CN2C(=O)S/C(=C/c3ccccc3[N+](=O)[O-])C2=O)c1	?	-9%	?	3.0%	-6
33	Cc1ccc(S(=O)(=O)N2C[C@@H]3c4ccccc4N(S(=O)(=O)c4ccc(C)cc4)[C@@H]3[C@@H](C)C2CC(=O)c2ccccc2)cc1 (stereo partly drawn)	-10%	15%	0%	.	1
34	CCC1NC(=O)c2cccnc2-n2c1nc1cc(F)ccc1c2=O (stereo not drawn)	-25%	.	-4%	.	-2
35	CCNc1nc(Oc2ccc(C#N)cc2)cc(C(F)(F)F)n1	?	6%[57.1 µM]	1%	1.7%	-1
36	COc1ccccc1N(CC(=O)NCCSCc1ccccc1)S(=O)(=O)c1ccccc1	-22%	.	-1%	.	1

No.	Glioma ERSR ind	Vif-APOBEC3F blk	Vif-A3G inh	LDHA block
25	4%	-14%	1%	-9
26	-9%	-10%	?	0
27	-3%	1%	0%	-5
28	-5%&-3%&-5%&-11%	-3%	-1%	7
29	-4%	2%	-9%	-1
30	-1%	-4%	-3%	-5
31	-4%	-12%	1%	-16
32	-6%	19%	-4%	-15
33	-2%	4%	-5%	-2
34	-2%	2%	3%	1
35	-5%	-2%	-17%	-3
36	-1%	1%	1%	-7

Results in RXFP1 agonist and Vif-A3G inh, for 2 of the compounds above:
| No. | compound | RXFP1 agonist | Vif-A3G inh |
| --- | --- | --- | --- |
| 26 | COc1ccc(CCNC(=O)Cn2c(=O)cnc3ccccc32)cc1 | 0.6% | ? |
| 27 | COC(=O)CN1C(=O)CSc2ccc(S(=O)(=O)Nc3cccc(C)c3C)cc21 | -1.9% | 0% |

More structures.
No.	SMILES	USP1-UAF1 inh	TrxR1 substrate	mIDH1 inhibitor	RXFP1 agonist	PI4K2A inh
37	CCOc1ccccc1C(=O)N(Cc1ccco1)Cc1ccco1	-7%	-3%	15%	0.6%	-2
38	COc1ccc(N2C(=O)C(CC(=O)Nc3ccccc3)N(Cc3ccc4c(c3)OCO4)C2=O)cc1 (stereo not drawn)	-16%	5%	2%	0.1%	-4
39	Cc1ccc(C(=O)N(Cc2ccco2)c2c(N)n(Cc3ccccc3)c(=O)[nH]c2=O)cc1	-25%	.	-6%	.	-1
40	COc1ccc2c(c1)c(CC(=O)Nc1ccc(C(C)=O)cc1)c(C)n2C(=O)c1ccc(Cl)cc1	-15%&-27%	-5%	-12%&1%	5.1%&-0.9%	-5&-2
41	Cc1c(NC(=O)C(C)N2C(=O)C3CCCCC3C2=O)c(=O)n(-c2ccccc2)n1C (stereo not drawn)	-16%	4%[57.1 µM]	3%	0.0%	-3
42	CCC(C)(C)NC(=O)C(c1cccn1C)N(Cc1ccc(C)cc1)C(=O)Cn1nnc2ccccc21 (stereo not drawn)	6%	-5%	?	1.6%	-12

No.	Glioma ERSR ind	Vif-APOBEC3F blk	Vif-A3G inh	LDHA block
37	-2%	3%	-2%	-4
38	-3%	-2%	-3%	3
39	-1%	-2%	0%	0
40	5%&-1%	6%&-8%	7%&-3%	-12&-3
41	0%	2%	?	3
42	-1%	-4%	-3%	-13

Ordered by SMILES length (high to low): some entries from above
No.	SMILES	USP1-UAF1 inh	TrxR1 substrate	mIDH1 inhibitor	RXFP1 agonist	PI4K2A inh
40	COc1ccc2c(c1)c(CC(=O)Nc1ccc(C(C)=O)cc1)c(C)n2C(=O)c1ccc(Cl)cc1	-15%&-27%	-5%	-12%&1%	5.1%&-0.9%	-5&-2
38	COc1ccc(N2C(=O)C(CC(=O)Nc3ccccc3)N(Cc3ccc4c(c3)OCO4)C2=O)cc1 (stereo not drawn)	-16%	5%	2%	0.1%	-4
39	Cc1ccc(C(=O)N(Cc2ccco2)c2c(N)n(Cc3ccccc3)c(=O)[nH]c2=O)cc1	-25%	.	-6%	.	-1

No.	Glioma ERSR ind	Vif-APOBEC3F blk	Vif-A3G inh	LDHA block
40	5%&-1%	6%&-8%	7%&-3%	-12&-3
38	-3%	-2%	-3%	3
39	-1%	-2%	0%	0
